Source: PubChem
KOR beta-arrestin-1: KOR antagonists, beta-arrestin recruitment, cell-based, luminescence, uHTS (AID 1778) | Kappa-type opioid receptor (Homo sapiens) | KOR beta-arrestin recruitment, luminescence, antagonist mode; higher % means a stronger effect | one-dose inhibition, % at 10 µM; IC50 in µM for titrated hits | 290,000 tested, 0.091% active; further: strong numbers were not always called active
NOD2 inhibition: NOD2 signaling inhibitors, cell-based, luminescence, uHTS, HEK293 (AID 1566) | HEK293 NOD2/NF-kB luciferase reporter, luminescence; higher % means a stronger effect | inhibition, % at 4 µM, or EC50 in µM where a hit was titrated | 290,000 tested, 0.63% active; further: many of its hits are not listed in these tables
TNAP activation fold: human TNAP enzyme activators, primary screen, biochemical, luminescent, no phosphate acceptor, uHTS (AID 1001). Alkaline phosphatase, tissue-nonspecific isozyme (Homo sapiens). purified TNAP, luminescent activation assay, no phosphate acceptor; higher activation fold means a stronger effect. activation fold at 20 µM; hits with a dose series show EC50 in µM. 200,000 tested, 0.03% active; in the data active means activation fold from about 3, or a potency from the dose series; inactive means the rest, 99 in 100 with activation fold below about 1.6; further: many of its hits are not listed in these tables
CSM14.1 death rescue: rescue of cells from ER stress-induced death, primary screen, 384-well, CSM14.1, thapsigargin, ATP luminescence (AID 1222). cellular ATP content (survival), % at 20 µM, or EC50 in µM where a hit was titrated. CSM14.1 thapsigargin-induced death rescue, ATP luminescence; higher % means a stronger effect. 190,000 tested, under 10 active;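 active means EC50 below 50 µM in the dose-response confirmation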;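 further: death triggered by thapsigargin at about 15 µM added after 2 h compound pretreatment; cell ATP read after overnight thapsigargin exposure of roughly 18 to 22 hours; normalized against plate controls of thapsigargin alone and 5% DMSO vehicle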
Yfh1-depleted yeast: enhancers of respiration in Yfh1-depleted yeast, dose response, Friedreich's ataxia, plus single-dose screen (AID 1465) | S. cerevisiae Yfh1-off respiration, WST-1 reduction, 72 h; higher fold induction means a stronger effect | fold induction at 50 µM; hits with a dose series show EC50 in µM | 220,000 tested, 0.074% active;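 active means fold induction of absorbance versus untreated yeast above a set limit, then at least 30% activation at any dose in follow-up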;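 further: activators that raise dye reduction in frataxin-depleted yeast; strong numbers were not always called active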
NOD1 inhibition: NOD1 signaling inhibitors, primary screen, cell-based, luminescence, uHTS (AID 1578); NOD1-driven NF-kB luciferase reporter cells, luminescence; higher % means a stronger effect; inhibition, % at 4 µM, or EC50 in µM where a hit was titrated; 290,000 tested, 1% active; in the data active means inhibition mostly above about 36%, no sharp cut-off; inactive means mostly below about 34%;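 further: HEK-293T reporter cells stimulated with the NOD1 agonist gamma-tri-DAP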
KOR beta-arrestin-2: KOR agonists, beta-arrestin recruitment, primary screen, cell-based, luminescence, uHTS (AID 1777); one-dose activation, % at 10 µM; EC50 in µM for titrated hits; 280,000 tested, 0.02% active; KOR beta-arrestin recruitment, luminescence; higher % means a stronger effect; Kappa-type opioid receptor (Homo sapiens); in the data active means activation above about 50%, passing the limit was not always enough; further: a part of the inactive calls stands beside numbers as strong as those of hits
NTR1 ag: agonists of NTR1, primary screen, imaging, U2OS cells, beta-arrestin-GFP, high content (AID 493036); Neurotensin receptor type 1 (Homo sapiens), P30989; NTR1-U2OS beta-arrestin-GFP spot imaging, agonist mode; activation, % at 20 µM; 330,000 tested, 0.17% active;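 active means activation at or above 40% of the spot to cytoplasm intensity ratio, with at least 20 cells analyzed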;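 further: 0% = DMSO without peptide and 100% = 100 nM NTR1 peptide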
Target sequence (P30989 whole entry, looked up): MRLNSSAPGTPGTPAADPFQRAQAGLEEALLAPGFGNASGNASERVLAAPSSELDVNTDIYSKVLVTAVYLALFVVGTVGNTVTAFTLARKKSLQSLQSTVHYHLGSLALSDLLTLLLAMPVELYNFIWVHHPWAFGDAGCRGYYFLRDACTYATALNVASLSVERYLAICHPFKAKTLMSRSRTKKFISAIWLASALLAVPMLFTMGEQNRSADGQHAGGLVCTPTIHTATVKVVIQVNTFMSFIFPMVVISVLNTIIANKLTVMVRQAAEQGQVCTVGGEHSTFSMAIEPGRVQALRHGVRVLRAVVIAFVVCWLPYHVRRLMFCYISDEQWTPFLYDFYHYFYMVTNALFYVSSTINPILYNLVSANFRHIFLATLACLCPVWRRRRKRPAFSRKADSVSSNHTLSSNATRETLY
GPR55 activation: GPR55 agonists via beta-arrestin recruitment, primary screen, imaging, U2OS cells, beta-arrestin-GFP redistribution (AID 1961). G-protein coupled receptor 55 (Homo sapiens). U2OS GPR55 beta-arrestin-GFP redistribution imaging; higher % means a stronger effect. activation, % at 10 µM; hits with a dose series show EC50 in µM. 290,000 tested, 0.048% active;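 active means activation above 40% with more than 50 cells counted in the well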;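 further: U2OS osteosarcoma cells stably expressing GPR55 and beta-arrestin-GFP; plate controls were DMSO negative control for no effect and LPI positive control for full effect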
NTR1 ag cell count 20 µM: also measured in NTR1 ag; calls as there; cell count; measured here: cell count, cytotoxicity flag
Starred values were filed as active, the others as inactive; i = inactive; . = not tested or not shown; [ ] = remark or other dose. Unless noted, no stated cut-off is given here; in the data, active means inhibition above about 50%; inactive means the rest. Only part of the results is shown (hit frequency here may not be typical).

Every second line gives: KOR beta-arrestin-1 | NOD2 inhibition | TNAP activation fold | CSM14.1 death rescue | Yfh1-depleted yeast | NOD1 inhibition | KOR beta-arrestin-2 | NTR1 ag | NTR1 ag cell count 20 µM | GPR55 activation
- O=C1CC(C(=O)N2CCC(N3CCC(C(=O)NC4CC4)CC3)CC2)c2ccccc21 (configuration not stated)
→ -3% | 16% | 1.1 | -1.2% | i | -9% | -0.9% | 1.4 | 61 | -0.3%
- Cc1cccc(Nc2ncnc3ccc(Br)cc23)c1
→ -43%[20 µM] | 20% | 1 | 0.2% | i | 42% | 3.4% | -1.8 | 78 | 0.2%
- O=C(Nc1cccc(Cl)c1)Nc1nnc(-c2ccccc2)o1
→ 13% | 10% | 0.9 | -0.3% | i | 30% | 0.7% | -0.1 | 84 | 0.0%
- CCOCCCNC(=O)c1ccc2c(c1)N=C(CC)c1cc(Br)ccc1S2
→ -124% | -11% | 1 | -2.1% | i | 2% | 2.7% | 4.5 | 50 | -0.3%
- CCCC(C(=O)NC(C)(C)C)N(Cc1ccc(F)cc1)C(=O)c1snc(C(N)=O)c1N (configuration not stated)
→ -28%[20 µM] | 11% | . | . | . | -33% | -0.2% | 2.2 | 62 | 0.0%
- COc1ccc(C)cc1NC(=O)CSc1nnc(CC(=O)Nc2ccccc2F)n1C
→ 4% | 15% | 1.2 | -4.0% | i | -29% | 0.1% | -0.7 | 75 | -0.6%
- COc1ccc(CCNC(=O)C2CCN(C(=O)c3ccc(Cl)cc3)CC2)cc1
→ 11% | 6% | . | . | . | -9% | -4.6% | -1.4 | 59 | -0.1%
- CCCN1CCN(CCCNC(=O)Cn2nc(-c3ccc(Cl)cc3)ccc2=O)CC1
→ 16% | -4% | 1.1 | . | . | -37% | -3.1% | 0.1 | 50 | -0.1%
- C/C(CC(=O)NC12CC3CC(CC(C3)C1)C2)=N\NC(=O)c1cnccn1
→ -9% | -14% | 1 | -2.1% | i | -40% | -0.6% | 1.2 | 47 | 0.1%
- Cc1ccc(NCc2nnc(SC(C)C(=O)N/N=C/c3ccc(C)o3)n2-c2ccccc2)cc1 (configuration not stated)
→ -9% | 11% | 1 | -1.9% | i | 8% | 0.2% | 1.0 | 76 | 0.0%
- CCc1c(C)sc(NC(NC(C)=O)(C(=O)OC)C(F)(F)F)c1C#N (configuration not stated)
→ 26% | 9% | 1.1 | -0.9% | i | 2% | 3.0% | 1.2 | 36 | -0.2%
- Cc1[nH]n(-c2ccccc2)c(=O)c1/C=N/NC(=O)COc1ccccc1[N+](=O)[O-]
→ 15% | 13% | 0.9 | -3.2% | i | -21% | -0.8% | 1.1 | 93 | -0.3%
- CC1CCN(S(=O)(=O)c2cn(CC(=O)N3CCN(C)CC3)c(=O)c3ccccc23)CC1
→ -29% | 13% | 1.1 | 3.8% | i | 17% | 9.9% | . | . | -0.1%
- O=C(CSc1nnc2scc(-c3ccccc3)n12)Nc1ccc2c(c1)OCCO2
→ -16% | 14% | 1.2 | 0.6% | i | -23% | -4.7% | 2.3 | 54 | 0.0%
- Cc1ccnc(N2CCCC(C(=O)NCc3cccs3)C2)n1 (configuration not stated)
→ 2% | -8% | 1 | -0.9% | i | -57% | 1.9% | 4.9 | 84 | -0.4%
- CCCCNC(=O)COC(=O)CCC(=O)c1ccc(F)cc1
→ -15% | 10% | 1.1 | 3.1% | i | -16% | -1.6% | -0.3 | 53 | 0.0%
- COc1ccc2[nH]c3c(=O)n(N)c(C)nc3c2c1
→ 14% | -11% | 0.9 | 0.2% | i | -5% | 3.7% | -0.9 | 59 | 0.1%
- OCCOc1cccc(CN2CCC(CO)(CCOc3ccccc3)CC2)c1
→ -15%[20 µM] | 12% | 1 | -0.3% | i | -16% | -7.7% | -0.8 | 87 | -0.1%
- CC(NC(=O)Cc1ccc(NC2=NC3CS(=O)(=O)CC3S2)cc1)c1ccccc1 (configuration not stated)
→ 9%[20 µM] | 14% | . | . | . | -7% | -3.5% | -1.1 | 51 | -0.1%
- CC1CCN(c2ncnc3nc[nH]c23)CC1
→ -11% | -6% | 1.2 | 0.4% | i | -8% | 0.0% | 1.8 | 71 | 0.3%
- O=C(Nc1cccnc1)Nc1ccc(Cl)cc1Cl
→ 4% | -17% | 1.1 | 0.5% | i | -25% | 3.9% | -0.8 | 79 | -0.1%
- Cn1c(N)nc2nc(CCc3ccccc3)c(=O)[nH]c2c1=O
→ -36% | -16% | . | . | . | -29% | 1.5% | 0.4 | 50 | -0.2%
- N#C/C(=N\Nc1ccc(Cl)cc1)C(=O)c1ccccc1
→ -151% | 43% | 1 | -2.9% | i | 67% | 2.0% | 2.7 | 71 | 0.0%
- CCN(CC)c1ccc(/C=N/NC(=O)c2cccc(S(=O)(=O)Nc3ccccc3OC)c2)c(O)c1
→ 29% | 4% | 1.2 | -3.4% | 75µM* | -66% | -3.1% | 3.6 | 66 | 0.0%
- NC(=O)COC(=O)C1CSC2(c3ccc(F)cc3)CCC(=O)N12 (configuration not stated)
→ -25% | 5% | . | . | . | -8% | 1.3% | -1.6 | 47 | -0.2%
- O=C1OCC2=C1C(c1ccccc1)CC(=O)N2c1cccc(F)c1 (configuration not stated)
→ -4% | -2% | 0.9 | -4.8% | i | 20% | 7.9% | -0.2 | 56 | -0.4%
- Cc1ccc(NC(=O)CSc2nc3c(c(=O)[nH]2)CCCC3)cc1C
→ -11% | 23% | . | . | . | 29% | 3.8% | 2.4 | 50 | 0.3%
- CN1C(=O)C2C(c3ccc(N(C)C)cc3)=NN(Cc3ccccc3)C2C1=O (configuration not stated)
→ -6% | -9% | 1.1 | . | i | 3% | 0.2% | -0.7 | 51 | -0.5%
- O=C(NCc1ccc(F)cc1)C(c1cccs1)N(C(=O)c1csnn1)C1CC1 (configuration not stated)
→ 7% | -11% | 1.1 | -0.2% | i | -10% | 2.0% | -2.0 | 77 | 0.8%
- CCn1c(SCC(=O)NNC(=O)Cc2ccccc2)nnc1-c1ccncc1
→ -36%[20 µM] | -3% | 1.5 | -2.2% | i | -43% | . | 0.2 | 81 | 0.1%

Among those listed so far, 3 contain a thiophene ring, fused or not.
Every second line gives: KOR beta-arrestin-1 | NOD2 inhibition | TNAP activation fold | CSM14.1 death rescue | Yfh1-depleted yeast | NOD1 inhibition | KOR beta-arrestin-2 | NTR1 ag | NTR1 ag cell count 20 µM | GPR55 activation
- CCc1c(C)sc(NC(NC(C)=O)(C(=O)OC)C(F)(F)F)c1C#N (configuration not stated)
→ 26% | 9% | 1.1 | -0.9% | i | 2% | 3.0% | 1.2 | 36 | -0.2%
- Cc1ccnc(N2CCCC(C(=O)NCc3cccs3)C2)n1 (configuration not stated)
→ 2% | -8% | 1 | -0.9% | i | -57% | 1.9% | 4.9 | 84 | -0.4%
- O=C(NCc1ccc(F)cc1)C(c1cccs1)N(C(=O)c1csnn1)C1CC1 (configuration not stated)
→ 7% | -11% | 1.1 | -0.2% | i | -10% | 2.0% | -2.0 | 77 | 0.8%

Continued:
Every second line gives: KOR beta-arrestin-1 | NOD2 inhibition | TNAP activation fold | CSM14.1 death rescue | Yfh1-depleted yeast | NOD1 inhibition | KOR beta-arrestin-2 | NTR1 ag | NTR1 ag cell count 20 µM | GPR55 activation
- Clc1ccc(-c2ccc(CN3CCCCC3)o2)cc1
→ -46%[20 µM] | 12% | . | . | . | -4% | -2.5% | -1.3 | 40 | -0.3%
- CCOC(=O)c1cn(CC)c2c(ccc3ccccc32)c1=O
→ -25% | -2% | . | . | . | -50% | 2.6% | 0.8 | 64 | 0.3%
- Cc1ccc(N(Cc2ccc([N+](=O)[O-])cc2)C(=O)c2ccco2)cc1C
→ 12% | 10% | 1 | -0.8% | i | 16% | 4.4% | 1.9 | 51 | -0.1%
- CCn1nc(C)c(NC(=O)/C=C/c2cnn(C)c2C)c1C
→ -7% | 20% | 1 | 0.8% | i | 11% | -1.2% | -0.9 | 60 | 0.0%
- CCc1nn(CC(=O)NCCN2CCN(C)CC2)c(=O)c2cc3c(OC)cccc3n12
→ -18% | 6% | . | . | . | -11% | -1.4% | -1.0 | 56 | -0.2%
- Cc1nn(Cc2ccc([N+](=O)[O-])cc2)c(=O)n1-c1cccc(F)c1
→ 17% | -8% | 1 | 5.2% | i | 3% | -0.1% | -1.1 | 83 | -0.1%
- CCOC(=O)Cn1nc(-c2ccc(C)cc2)c2ccccc2c1=O
→ -32%[20 µM] | 3% | 1.1 | 0.1% | i | -44% | . | 1.0 | 64 | -0.2%
- O=C(Nc1ccccc1Cl)c1cccc(NC(=O)C2CCCC2)c1
→ 6% | 9% | . | . | . | -10% | -4.0% | 0.4 | 60 | -0.1%
- COc1ccc(OC)c(N/C(=N/C(=S)Nc2ccccc2)Nc2nc(C)cc(C)n2)c1
→ -13% | 19% | . | . | i | 13% | . | 1.5 | 48 | -0.2%
- C=CCSc1nnc(Cc2c(C)[nH]c3ccccc23)o1
→ 1% | 15% | 1.1 | 3.6% | i | 1% | 0.9% | -3.0 | 46 | -0.4%
- CN(c1ccc(C(=O)Nc2ccc(Cl)cn2)cc1)S(=O)(=O)c1ccccc1
→ -27%[20 µM] | 20% | 1.1 | -1.4% | i | 24% | 1.0% | 2.0 | 53 | 0.2%
- CCOc1ccccc1NC(=O)c1ccc(S(=O)(=O)N(C)C)cc1
→ -49% | 8% | 1 | 1.1% | i | 14% | 3.1% | -1.7 | 99 | 0.0%
- c1ccc(Cn2ncc3c(NCc4ccco4)ncnc32)cc1
→ -3% | 0% | 1.1 | -2.3% | i | 7% | 6.0% | -1.1 | 39 | 0.2%
- Cc1cccc(C)c1NC(=S)/C(=C(\[O-])c1cccs1)[n+]1ccccc1
→ -18% | 10% | 0.9 | -1.9% | i | 29% | 2.3% | 2.8 | 73 | -0.3%
- Cn1ccnc1/C(=N\NC(=O)c1ccc(O)cc1)c1cccc([N+](=O)[O-])c1
→ 1% | 5% | . | . | i | -8% | . | -0.8 | 60 | -0.1%
- O=C(Nc1ccccc1)c1sc2cc(C(F)(F)F)cnc2c1-c1cccs1
→ -20% | 19% | 1 | -0.4% | i | 3% | 3.8% | 3.6 | 50 | -0.2%
- CC(=O)Nc1c2c(nn1-c1ccc(C)cc1)CSC2
→ 5% | 6% | . | . | . | -30% | -1.5% | 0.6 | 60 | -0.2%
- c1ccc2sc(N3CN(CCN4CCOCC4)CN(c4nc5ccccc5s4)C3)nc2c1
→ -19% | 5% | 1.1 | -1.9% | i | -54% | 0.7% | 1.3 | 90 | -0.2%
- Cn1cnnc1Sc1nc2c(c(=O)n(C)c(=O)n2C)n1Cc1ccccc1Cl
→ -25% | 20% | 1 | -1.8% | i | -24% | 6.9% | -1.3 | 95 | -0.2%
